TDP1 cell CPT – DT40-hTDP1 cell growth loss with CPT | chicken DT40 Tdp1-/-;hTDP1 cells + 20 nM CPT, ATP luminescence, 48 h | Potency, µM (top dose mostly 46.2 µM), for the others: at the highest dose activity change, negative = growth inhibition, hits mostly inhibitors | 420,000 tested, 12% active | AID 686979; also: nearly all actives have a fitted effect of over 55% in size
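Chicken DT40 Tdp1-/- cells stably complemented with human TDP1 were seeded at 400 cells/well in medium containing 20 nM camptothecin, exposed to pin-transferred compounds, and grown at 37 °C for at least 48 hr. Viability was read as ATP luminescence.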
TDP1 inh – inhibitors of human tyrosyl-DNA phosphodiesterase TDP1; 350,000 tested, 0.28% active; recombinant TDP1, AlphaScreen DNA substrate cleavage; Q9NUW8; AID 485290; Potency, µM (top dose mostly 130 µM), without a hit: top-dose activity change, negative = inhibition, actives largely listed as inhibitors; also: nearly all actives have a fitted effect of over 40% in size
Target sequence (Q9NUW8 whole entry, looked up): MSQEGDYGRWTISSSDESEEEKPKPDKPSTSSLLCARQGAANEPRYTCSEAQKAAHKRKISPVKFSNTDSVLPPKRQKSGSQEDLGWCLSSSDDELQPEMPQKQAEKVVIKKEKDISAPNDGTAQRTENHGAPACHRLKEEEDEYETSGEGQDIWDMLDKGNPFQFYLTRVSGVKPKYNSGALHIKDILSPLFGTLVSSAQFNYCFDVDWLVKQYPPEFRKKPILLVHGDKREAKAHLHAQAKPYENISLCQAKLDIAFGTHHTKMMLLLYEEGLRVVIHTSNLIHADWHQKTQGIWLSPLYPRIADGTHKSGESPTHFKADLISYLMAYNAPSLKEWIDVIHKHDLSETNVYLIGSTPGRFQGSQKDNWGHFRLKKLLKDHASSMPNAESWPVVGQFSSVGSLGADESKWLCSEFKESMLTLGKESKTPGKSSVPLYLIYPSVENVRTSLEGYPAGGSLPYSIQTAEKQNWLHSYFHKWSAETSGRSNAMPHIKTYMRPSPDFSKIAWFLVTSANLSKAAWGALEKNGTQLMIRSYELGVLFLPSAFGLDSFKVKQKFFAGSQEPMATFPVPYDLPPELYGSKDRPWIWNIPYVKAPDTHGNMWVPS
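Steps: enzyme plus compound, 15 min RT; add biotin/phosphotyrosine-FITC oligonucleotide (15 nM final), react 5 min; add donor/acceptor beads (10 ug/ml final), 10 min; read AlphaScreen. Tdp1 at 1 nM final.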
DT40 TDP1 no CPT – qHTS for Inhibitors of human tyrosyl-DNA phosphodiesterase 1 (TDP1): qHTS in cells in absence of CPT; DT40 Tdp1-/- hTDP1 cells, no CPT, ATP luminescence, 48 h; Potency, µM (doses to about 46.2 µM), without a hit: at the top dose activity change, negative = growth inhibition, actives largely listed as inhibitors; 420,000 tested, 15% active; also: nearly all actives have a fitted effect of over 55% in size
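No-CPT arm: Tdp1-/-;hTDP1 DT40 cells (400/well) plus compounds, incubated ≥48 hr at 37 °C. Readout CellTiter-Glo luminescence.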
Numbers without * were called inactive; ? = inconclusive; / = not tested or not shown; & = joins results of further samples; [ ] = another dose, or the depositor's remark. Calls follow the shape of the dose curve; as a rule, active = well fitted curve in the direction sought with a large enough effect; inconclusive = small, poorly fitted or top-dose-only effect, or another doubt; inactive = no such curve, though single readings can be large; an effect the other way counts as inactive or inconclusive. % is scaled to controls: 0 for no effect and ±100 for the full control effect; potency is read from the fitted curve at half-maximal effect. Not a hit list; 18% or so of the library scored in one or more.

Start of the data: the first 3 records, to show the layout:
Each structure is followed by: TDP1 cell CPT, TDP1 inh, DT40 TDP1 no CPT
CC(C)Oc1ccc(C(=O)Nc2nnc3n2CCS3)cc1
  -23.6%, 7.7%, -20.8%
OCC1CSC(=S)N1Cc1ccccc1 (configuration not stated)
  ?, /, ?
CCc1nc2ccc(C(=O)NCCCn3ccnc3)cn2c1N(C)C(=O)c1cccc(OC)c1
  -10.9%, /, -14.1%

Results, from the first entry:
Each structure is followed by: TDP1 cell CPT, TDP1 inh, DT40 TDP1 no CPT
CC(C)Oc1ccc(C(=O)Nc2nnc3n2CCS3)cc1
  -23.6%, 7.7%, -20.8%
OCC1CSC(=S)N1Cc1ccccc1 (configuration not stated)
  ?, /, ?
CCc1nc2ccc(C(=O)NCCCn3ccnc3)cn2c1N(C)C(=O)c1cccc(OC)c1
  -10.9%, /, -14.1%
COCCCNCC(O)COc1ccccc1F (configuration not stated)
  1.3%, -3.7%, 7.0%
Cc1ccc(/C=N/n2c(=O)c(C(C)(C)C)nn3cnnc23)cc1
  -23.7%, 3.4%, 3.3%
C/C(=C\c1ccco1)C1C(C#N)=C(N)OC2=C1C(=O)CC(C)(C)C2 (configuration not stated)
  25.9µM*, 7.2%, ?
O=C(CSc1nc2ccc(Nc3nc(N4CCOCC4)nc(N4CCOCC4)n3)cc2s1)Nc1ccccc1F
  6.51µM*, -4.4%, 5.8µM*
Cc1ccc(S(=O)(=O)Nc2cc(-c3ccccc3)nn2C)cc1
  -4.6%, 1.4%, -19.9%
CC(C)[C@H]1COCCS(=O)(=O)N1Cc1cccc([N+](=O)[O-])c1
  ?, /, ?
COc1ccc(NC(=O)C23CC4CC(C2)CC(c2ccc(C)cc2)(C4)C3)cc1
  29.1µM*, 1.8%, 23.1µM*
C=CCNC(=O)C1CCN(S(=O)(=O)c2cccs2)CC1
  -12.0%, 2.6%, 0.6%
O=C(COc1ncnc2sccc12)N1CCc2ccccc2C1
  -9.0%, 4.2%, -4.5%
CC(C)c1ccc(S(=O)(=O)N2CCN(C(C)C(=O)N3CCCC3)CC2)cc1 (configuration not stated)
  -9.9%, -2.0%[56.1 µM], -15.1%
CC(C)(C)c1ccc(-c2cc(N)n[nH]2)cc1
  -25.2%, 2.0%, -24.7%
COc1ccc(N2C(=NC(=O)C3CCCCC3)SC3CS(=O)(=O)CC32)cc1 (configuration not stated)
  -13.0%, 0.2%, 22.1%

5 consecutive compounds already listed:
Each structure is followed by: TDP1 cell CPT, TDP1 inh, DT40 TDP1 no CPT
CC(C)Oc1ccc(C(=O)Nc2nnc3n2CCS3)cc1
  -23.6%, 7.7%, -20.8%
OCC1CSC(=S)N1Cc1ccccc1 (configuration not stated)
  ?, /, ?
CCc1nc2ccc(C(=O)NCCCn3ccnc3)cn2c1N(C)C(=O)c1cccc(OC)c1
  -10.9%, /, -14.1%
COCCCNCC(O)COc1ccccc1F (configuration not stated)
  1.3%, -3.7%, 7.0%
Cc1ccc(/C=N/n2c(=O)c(C(C)(C)C)nn3cnnc23)cc1
  -23.7%, 3.4%, 3.3%

(continued)
Each structure is followed by: TDP1 cell CPT, TDP1 inh, DT40 TDP1 no CPT
C[C@H](NC(=O)c1nc[nH]c1C(=O)N[C@@H](CCCCN)C(=O)OC(C)(C)C)C(=O)OCc1ccccc1
  -6.4%, 3.4%, -15.1%
Cc1cc(C)c(C(=O)OCC(=O)Nc2cccc(S(=O)(=O)N3CCCCC3)c2)c(C)c1
  ?, /, ?
O=C1NCCN(Cc2c(F)cccc2Cl)C1CC(=O)N1CCCO1 (configuration not stated)
  7.6%, 5.4%, -15.3%
COC(=O)c1sccc1S(=O)(=O)N1CCN(c2ccccc2OC)CC1
  -25.7%, 8.4%, ?
COc1ccc(OCCCC(=O)OC(C)C(=O)Nc2ccc(S(N)(=O)=O)cc2)cc1 (configuration not stated)
  -7.4%, /, -22.6%
Cc1cc(S(=O)(=O)NCC(C)C)ccc1OCC(=O)N1CCOCC1
  4.5%, 1.0%, -3.9%
CC1CCCC(C)N1C(=O)CSc1nccc(=O)[nH]1 (configuration not stated)
  -3.3%, /, -5.8%
Cc1[nH]c2ccccc2c1C(=O)/C=C/c1ccccc1
  ?, -4.0%, ?
c1ccc(-c2cc3nccc(-c4ccccn4)n3n2)cc1
  -17.4%, -8.2%, ?
C[C@H](CO)N1C[C@H](C)[C@@H](CN(C)S(=O)(=O)c2ccc(F)cc2)Oc2ccc(NC(=O)C3CC3)cc2C1=O
  -24.4%, 0.9%, -25.6%
COc1ccc(OCC(=O)Nc2ccc3c(c2)n(C)c(=O)n3C)cc1
  -5.9%, /, -6.3%
C=CCCC(=O)N1C[C@H]2CON(C)[C@H]2C[C@H]1c1cccc(N2CCOCC2)c1
  0.4%, /, -3.4%
Cc1cc(OCCOCCN(C)CCO)cc(C)c1Cl
  ?, -1.9%, ?
O=C(Nc1ccccc1)C12CC1/C(=N\O)c1ccccc1O2 (configuration not stated)
  ?, 9.8%, ?
COc1ccc(-n2nc(C(=O)NCC(=O)N3CCN(Cc4ccccc4)CC3)c3ccccc3c2=O)cc1
  23.1µM*, -7.7%, ?

Each structure is followed by: TDP1 cell CPT, TDP1 inh, DT40 TDP1 no CPT
CCCS(=O)(=O)NC(=O)C1(C)CCN(C(=O)Cc2cccc(OC)c2)C1 (configuration not stated)
  3.1%, /, -3.1%
O=c1[nH]c(CSc2ccccn2)nc2c1cnn2-c1ccccc1
  ?, 5.3%, ?
Cn1c(=O)c2c(-c3ccccc3Cl)n(Cc3ccc(Cl)cc3)cc2n(C)c1=O
  8.2µM*, 4.9%, 6.51µM*
CC(C)(C)C1CCc2c(sc3nc(SCC(N)=O)nc(N)c23)C1 (configuration not stated)
  16.4µM*, 9.7%[56.1 µM], ?
COC(=O)c1cn(C)c2ccc(S(=O)(=O)N(C)C3CCCCC3)cc2c1=O
  -23.2%, /, ?
CCN(CC)C(=O)Cn1c(=O)n(C)c2ccccc21
  -6.9%, 3.4%, -5.2%
COc1ccc(S(=O)(=O)N2CCOCC2)cc1NC(=O)CSc1nnc(N)s1
  1.6%, /, -15.5%
CCOc1ccc(-c2nc(=S)[nH][nH]2)cc1
  ?, 5.7%, ?
Cc1cc(Nc2c(C)n(C)n(-c3ccccc3)c2=O)c2ccccc2n1
  1.8%, 1.9%, -4.4%
N#Cc1cccc(-c2cncnc2NCc2ccccc2)c1
  -8.0%, /, -17.1%
Cn1c(=O)c2cc(C(=O)NC3CCCCCC3)sc2c2ccccc21
  ?, -4.7%, 18.4µM*
COCc1nnc(N)s1
  4.7%, 7.1%, -7.2%
CCCCN(C=O)c1c(CC)nc2c(OCc3ccc(Cl)cc3)cccn12
  18.4µM*, /, 23.1µM*
CC(C)c1cnc2c(c1SCC(=O)NCc1ccccc1)c(=O)n(C)c(=O)n2C
  ?, 2.7%, ?
N#Cc1ccccc1NC(=O)CC1CCCCC1
  -15.8%, 2.0%, 0.3%

Each structure is followed by: TDP1 cell CPT, TDP1 inh, DT40 TDP1 no CPT
O=C(Cn1c2ccccc2c(=O)c2ccccc21)Nc1ccccc1F
  13µM*, ?, ?
COc1ccccc1C(=O)NCc1ccncc1
  -1.9%, 3.0%, 1.2%
CCCc1nc2sc3c(=O)n(N)cnc3c2c2c1CCCC2
  11.6µM*, 0.6%, 9.2µM*
COc1ccc(C2=NOC(Cn3nc(C(=O)NCc4ccccc4OC)cc3-c3ccccc3)C2)cc1 (configuration not stated)
  23.1µM*, 0.5%, 20.6µM*
CN1CCN(NC(=O)c2cccc3ccccc23)CC1
  8.0%, 1.3%, 1.8%
O=C(CCC1CCN(C(=O)Cc2c(F)cccc2F)CC1)NC1CC1
  3.8%, -0.5%, 24.3%
O=C1c2ccccc2S(=O)(=O)N1Cc1cccc(S(=O)(=O)N2CCOCC2)c1
  -12.5%, 2.1%, -27.7%
CCCn1c(=O)sc2cc(NC(=O)c3ccc(OC)c(Br)c3)ccc21
  ?, -4.3%[12.3 µM], ?
Cn1nc(C(=O)Nc2ccccc2N2CCOCC2)ccc1=O
  -28.5%, -0.5%, ?
CCOC(=O)c1sc(=S)n(C)c1C
  -0.7%, 3.3%, -0.9%
Cc1ccc(S(=O)(=O)N2CCC(C(=O)Nc3ccccc3N3CCCCC3)CC2)cc1C
  18.4µM*, 4.8%, ?
N#CC1=C2SCN(Cc3ccco3)CN2C(=O)CC1c1ccccc1F (configuration not stated)
  -3.3%, -2.0%, ?
OCc1ccccc1OCCOc1ccc(Cl)c2cccnc12
  ?, 2.2%, ?
COc1ccc(N=c2nc(-c3ccc(C)cc3)n(-c3ccccc3)s2)cc1
  3.98µM*, 4.9%, 3.55µM*
Cc1nc2c3ccccc3nc(NNC(=O)CCC(=O)N3CCN(c4cccc(C(F)(F)F)c4)CC3)n2n1
  20.6µM*, 11.6%, 23.1µM*

Each structure is followed by: TDP1 cell CPT, TDP1 inh, DT40 TDP1 no CPT
CC1CCCC(C(=O)OCc2ccccc2)N1 (configuration not stated)
  -15.3%, 1.1%, 2.7%
CC(=O)Nc1ccc(NC(=O)CN(c2ccc([N+](=O)[O-])cc2)S(=O)(=O)c2ccccc2)cc1
  -3.5%, 5.4%, -15.3%
Cn1cccc1/C=N/NC(=O)c1cc(-c2cccs2)nc2ccccc12
  8.2µM*, 11.4%, 5.8µM*
Cc1ccc(-c2nn(-c3ccccc3)cc2C(=O)OCC(=O)Nc2ncc(Cl)cc2Cl)cc1
  ?, 0.6%, ?
O=C(CN(C(=O)CCC(=O)Nc1nccs1)c1ccc(F)cc1)NCc1ccc2c(c1)OCO2
  -19.5%, 5.9%, ?
CCC(C)c1ccc(S(=O)(=O)N2CCN(CC(O)CN3CCOCC3)CC2)cc1 (configuration not stated)
  -21.0%, -0.2%[56.1 µM], 0.9%
Cc1ccc2nc(-c3ccncc3)c(Nc3ccccc3)n2c1
  ?, 1.1%&0.0%, ?
Cc1ccc(S(=O)(=O)N2C[C@H]3[C@H]4C(=O)N(C5CCCCC5)C(=O)[C@H]4CC(=O)[C@H]3[C@@H]2c2ccccc2Cl)cc1
  -21.5%, /, -27.5%
COc1cccc(C2C(C(=O)/C=C/c3ccco3)=C(O)C(=O)N2CCN2CCOCC2)c1 (configuration not stated)
  6.6%, -9.2%, 6.7%
O=C(NCCc1ccccc1)c1ccc2c(c1)N(Cc1ccc(Cl)cc1)C(=O)c1ccccc1S2(=O)=O
  14.6µM*, -3.5%, 23.1µM*
CCCS(=O)(=O)N1CCN(Cc2c[nH]c3ccccc23)CC1
  ?, 0.0%, ?
COc1ccccc1S(=O)(=O)CC(O)COc1ccc(F)cc1Cl (configuration not stated)
  -9.3%, -2.7%, -31.6%
COc1ccc(C(=O)NCC(=O)NCC(=O)OCC(=O)c2cccs2)cc1
  7.3%, -3.8%, -8.9%
O=C1CS/C(=N/N=C2C3CC4CC(C3)CC2C4)N1
  ?, -2.7%, ?
Cn1cc(C(=O)Nc2ccccn2)c(=O)c2ccccc21
  -23.1%, /, -22.3%

Each structure is followed by: TDP1 cell CPT, TDP1 inh, DT40 TDP1 no CPT
COc1ccc(-c2ccc3c(c2)c(-c2cccs2)c(-c2cc(OC)cc(OC)c2)n3C)cc1
  ?, 0.3%, 23.1µM*
CCC(C)[C@@H](N)C(=O)N/N=C/c1ccc2ncccc2c1 (some centres not stated)
  4.3%, 0.0%, 13µM*
COc1ccc(OC)c(/C=N/NC(=O)CC2C(=O)NN=C2C)c1 (configuration not stated)
  -0.1%, 2.0%, -2.7%
O=C(NC(Cc1c[nH]c2ccccc12)C(=O)Nc1ccc(OC(F)(F)F)cc1)c1cccs1 (configuration not stated)
  ?, 2.7%, ?
CCc1nc2ccc(C(=O)NCC3CCCCC3)cn2c1N(C)Cc1ccc(OC)cc1
  ?, /, ?
O=C1CCCN1CCCNc1nc2c(S(=O)(=O)c3ccccc3)nnn2c2ccc(Cl)cc12
  20.6µM*, 2.0%, ?
CNC(=O)NC(=O)COc1ccc2oc3c(c2c1)CCCC3
  3.5%, -4.0%, -13.2%
CN(C)CCCNC(=S)N(CCCN(C)C)Cc1cc2cc3c(cc2[nH]c1=O)OCO3
  -13.9%, 2.0%, 6.1%
O=C1CCc2cc(S(=O)(=O)NCCC(=O)NC3CCN(Cc4ccccc4)CC3)ccc2N1
  2.2%, -3.1%, -2.4%
COc1ccccc1NC(=O)C1=C(C)NC(=O)NC1c1cc(C)cs1 (configuration not stated)
  7.8%, 8.1%, 4.0%
CCc1ccc2nc(NC(=O)c3cc(C)on3)sc2c1
  9.2µM*, 3.8%, 8.2µM*
Cc1ccc(N(CC(=O)N2CCN(c3ccccc3F)CC2)S(=O)(=O)c2c(C)noc2C)cc1
  20.6µM*, 0.1%&2.3%, ?
Cc1ccc(C(=O)NC(=S)Nc2ccc(N3CCOCC3)cc2)cc1
  -29.5%, 6.0%, 29.1µM*
CCC(C)(C(=O)NC1CCCCC1)N(C)C(=O)c1ccc2c(c1)OCO2 (configuration not stated)
  1.4%, 5.0%, -9.9%

Screens from PubChem.
